TR SRC2 fluor cs: alters Texas Red total fluorescence, flagging assay interference. AID 1479. TRb/SRC2 Texas Red total fluorescence interference. 280,000 compounds, 0.29% hits. Potency, µM (series often up to 106 µM), inactives show at the top dose fluorescence change, negative = quenching; active means well fitted curve in either direction with a large enough effect; inconclusive means small, poorly fitted or top-dose-only effect; further: on the % scale 0 is the no-effect control and ±100 the full control effect
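Human TRb ligand-binding domain at 0.6 uM with 20 nM Texas Red SRC2 peptide in Tris buffer containing 1 uM T3 and 5% DMSO, incubated with compound 5 h at ambient temperature. Total fluorescence (555/632 nm) calculated as parallel + 2 × perpendicular.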
Tau FP inhib: tau fibrillization inhibition (FP) | K18 P301L tau heparin fibrillization, Alexa594 FP, 6 h | Potency, µM (top dose mostly 57.7 µM), without a hit: top-dose activity, negative = inhibition, usual class: inhibitors | 280,000 compounds, 0.39% hits; further: on the % scale 0 is the no-effect control and ±100 the full control effect; nearly all actives have a fitted effect of over 55% in size
Target sequence (P10636 561-689 P618L limits assumed): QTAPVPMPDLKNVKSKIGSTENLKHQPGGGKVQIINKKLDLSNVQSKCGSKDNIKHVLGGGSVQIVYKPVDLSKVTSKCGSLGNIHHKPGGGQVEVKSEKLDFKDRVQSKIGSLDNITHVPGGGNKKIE
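Compound effects on tau fibrillization are measured by Alexa 594 fluorescence polarization (ex 555, em 632 nm). K18 P301L tau is used at 15 uM with 0.24 uM labeled tracer, and 20 uM heparin induces aggregation over 6 hr at 37 C.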
TRb SRC2 PPI: TRbeta-SRC2 interaction inhibition; P10828; TRbeta-SRC2 peptide binding, fluorescence polarization; receptor liganded with 1 µM T3; Potency, µM (titrated, usually from 106 µM), without a hit: top-dose activity change, negative = inhibition, most hits filed as inhibitors; 280,000 compounds, 0.065% hits; AID 1469;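 further: plate controls were bound peptide for no effect and peptide without receptor for full effect; nearly all actives have a fitted effect of over 50% in size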
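Decrease in fluorescence polarization of 20 nM Texas Red SRC2 coactivator peptide flagged inhibition of its binding to 0.6 uM TRb LBD; 1 uM T3 included, incubation 5 hr, ex 555/em 632 nm.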
Tau ThT inhib: inhibitors of human tau fibril formation, thioflavin T binding. 270,000 compounds, 2.1% hits. P10636. Potency, µM (doses to about 57.4 µM), for inactives: at the highest dose activity, negative = inhibition, hits mostly inhibitors. recombinant tau K18 P301L, heparin-induced fibrillization, ThT fluorescence. AID 1460; further: on the % scale 0 is the no-effect control and ±100 the full control effect; nearly all actives have a fitted effect of over 55% in size
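Using a mix of unlabeled (15 uM) and Alexa 594-labeled (0.24 uM) tau K18 P301L, heparin-triggered fibrillization over 6 hr at 37 C was scored by ThT fluorescence.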
HTT ATP protect: protects HTT-Q103 PC12 cells, measured by ATP; PC12 HTT-Q103 induced, cytoprotection, ATP luminescence, 40 h; Potency, µM (doses to about 56.4 µM), for inactives: cytoprotection (ATP increase), hits mostly activators; 230,000 compounds, 0.14% hits;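 further: % of control where 0% means no effect; nearly all actives have a fitted effect of over 45% in size; toxic huntingtin expression switched on by the ecdysone agonist tebufenozide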
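PC12 cells stably carrying ecdysone-inducible Htt exon 1 (Q103)–GFP were induced with 100 nM tebufenozide (final) alongside library compounds in a dose series. Cytoprotection was scored as retained ATP by ATPlite luminescence.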
Tau fluor counter: counter-screen for tau fibril formation inhibitors | tau K18 P301L Alexa594 fluorescence, heparin fibrillization | Potency, µM (doses to about 57.7 µM), inactives show top-dose activity change, negative = decrease | 280,000 compounds, 0.93% hits; further: on the % scale 0 is the no-effect control and ±100 the full control effect; nearly all actives have a fitted effect of over 55% in size
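Human tau K18 P301L (15 uM unlabeled, 0.24 uM Alexa 594-labeled) in 100 mM sodium acetate pH 7 with 20 uM heparin, 6 hr at 37 C. ThT 30 uM added, 1 hr ambient; Alexa 594 FP and total fluorescence read at 555/632 nm.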
L3MBTL1 block: blocks human L3MBTL1 | Q9Y468 | AlphaScreen L3MBTL1–H3K9me1 peptide binding | Potency, µM (top dose mostly 57.1 µM), inactives show at the highest dose activity, negative = inhibition, usual class: inhibitors | 230,000 compounds, 0.66% hits; further: on the % scale 0 is the no-effect control and ±100 the full control effect; nearly all actives have a fitted effect of over 60% in size
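Read-out is AlphaScreen signal from streptavidin donor and nickel chelate acceptor beads (10 ug/mL final each) bridging L3MBTL1 (50 nM) and biotinylated K9-monomethylated H3(1-15) peptide (75 nM), after 30 min compound exposure at room temperature.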
RECQ1 inh: RECQ1 (human) helicase inhibition; 240,000 compounds, 0.54% hits; Potency, µM (titrated, usually from 57.3 µM), for inactives: top-dose activity, negative = inhibition, hits mostly inhibitors; RECQ1 DNA unwinding, red fluorescence kinetic read; AID 2549;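 further: plate controls were vehicle for no effect and no enzyme for full effect; nearly all actives have a fitted effect of over 30% in size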
Target sequence (P46063 whole entry, looked up): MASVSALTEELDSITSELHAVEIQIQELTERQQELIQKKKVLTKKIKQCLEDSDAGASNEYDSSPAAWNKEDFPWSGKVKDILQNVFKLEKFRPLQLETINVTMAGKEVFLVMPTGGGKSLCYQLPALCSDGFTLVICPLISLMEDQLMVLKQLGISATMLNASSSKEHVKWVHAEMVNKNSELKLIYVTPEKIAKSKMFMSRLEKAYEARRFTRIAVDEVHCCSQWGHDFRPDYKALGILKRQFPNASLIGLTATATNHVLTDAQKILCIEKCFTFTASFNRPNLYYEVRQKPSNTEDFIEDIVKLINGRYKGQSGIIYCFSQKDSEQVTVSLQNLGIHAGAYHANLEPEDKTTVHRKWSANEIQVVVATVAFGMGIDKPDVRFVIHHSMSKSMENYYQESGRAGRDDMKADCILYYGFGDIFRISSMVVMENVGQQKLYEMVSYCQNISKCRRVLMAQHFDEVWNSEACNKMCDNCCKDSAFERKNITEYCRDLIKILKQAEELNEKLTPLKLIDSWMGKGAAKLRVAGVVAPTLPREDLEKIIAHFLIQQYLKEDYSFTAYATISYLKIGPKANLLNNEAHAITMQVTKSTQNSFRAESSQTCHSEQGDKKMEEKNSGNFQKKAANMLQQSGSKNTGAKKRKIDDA
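50 nM RECQ1T1 preincubated 15 min with compound in Tris pH 8.0 buffer with MgCl2, DTT, Tween-20 and 2.5 ug/ml poly(dI-dC); started with 200 nM TAMRA/BHQ-2 forked duplex and 2 mM ATP. Unwinding read as fluorescence (525/598 nm), two reads 2 h apart.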
The depositor's hits bear a star; i = inactive; ? = inconclusive; · = not tested or not shown; [ ] = remark or other dose. Unless noted, the call rests on the fitted dose curve; in most records, active means well fitted curve in the direction sought with a large enough effect; inconclusive means small, poorly fitted or top-dose-only effect, or another doubt; inactive means no such curve, though single readings can be large; an effect the other way counts as inactive or inconclusive. Potency means the concentration at half of the fitted maximal effect. This is a subset, so the mix of outcomes need not match the whole.

1) CN1CCN(c2nc(-c3ccncc3)nc3ccccc23)CC1
2) CCOC(=O)C1=NOC2C3CC(C12)C1C(=O)N(CCc2ccc(OC)c(OC)c2)C(=O)C31 (centres undefined)
3) COC(=O)C1(Cc2ccc(O)c(CC3OC3(C)C)c2)OC(=O)C(O)=C1c1ccc(O)cc1 (centres undefined)
4) [O-]/C(=C(\C(=S)Nc1ccc(SC(F)F)cc1)[n+]1cccc(CO)c1)c1ccc(Cl)s1
5) O=C1CN(C(=O)COC(=O)c2cnc(Cl)c(Cl)c2)c2ccccc2N1
6) O=C(CN1CCN(Cc2ccccc2)CC1)Nc1ccccc1-c1ccccc1
7) CCc1ccc2[nH]c(=O)c(C(c3nnnn3Cc3ccccc3)N3CCOCC3)cc2c1 (centres undefined)
8) COC(=O)c1ccc(Cl)c(NC(=O)NC23CC4CC(CC(C4)C2)C3)c1

screen / no.	1	2	3	4	5	6	7	8
TR SRC2 fluor cs	2%	-1%	1%	1%	-1%	-1%[53 µM]	1%	-4%
Tau FP inhib	2%	14%	5%	-12%	0%	5%	-3%	?
TRb SRC2 PPI	1%	-6%	-3%	-5%	-11%	5%[53 µM]	2%	-8%
Tau ThT inhib	-10%	·	-14%	25µM*	1%	?	-4%	7%
HTT ATP protect	-33%	-6%[10 µM]	-8%[10 µM]	·	10%[10 µM]	-6%[10 µM]	9%	-20%
Tau fluor counter	-3%	10%	-2%	?	1%	-2%	-5%	-24%
L3MBTL1 block	-1%	·	·	-19%	43%[activator]	-16%	5%	·
RECQ1 inh	7%	-10%	-22%	i	-8%	0%	-4%	-3%

Fetched by compound from the list above, five records:
8) COC(=O)c1ccc(Cl)c(NC(=O)NC23CC4CC(CC(C4)C2)C3)c1
4) [O-]/C(=C(\C(=S)Nc1ccc(SC(F)F)cc1)[n+]1cccc(CO)c1)c1ccc(Cl)s1
1) CN1CCN(c2nc(-c3ccncc3)nc3ccccc23)CC1
5) O=C1CN(C(=O)COC(=O)c2cnc(Cl)c(Cl)c2)c2ccccc2N1
2) CCOC(=O)C1=NOC2C3CC(C12)C1C(=O)N(CCc2ccc(OC)c(OC)c2)C(=O)C31 (centres undefined)

screen / no.	8	4	1	5	2
TR SRC2 fluor cs	-4%	1%	2%	-1%	-1%
Tau FP inhib	?	-12%	2%	0%	14%
TRb SRC2 PPI	-8%	-5%	1%	-11%	-6%
Tau ThT inhib	7%	25µM*	-10%	1%	·
HTT ATP protect	-20%	·	-33%	10%[10 µM]	-6%[10 µM]
Tau fluor counter	-24%	?	-3%	1%	10%
L3MBTL1 block	·	-19%	-1%	43%[activator]	·
RECQ1 inh	-3%	i	7%	-8%	-10%

Other compounds.
9) CCc1ccc(NC(=O)CSc2nnc(Cn3c(=O)sc4ccccc43)n2C)cc1
10) COc1ccc(S(=O)(=O)NCc2ccccc2Cl)cc1OC
11) Cc1onc(-c2c(F)cccc2Cl)c1C(=O)OCN1C(=O)c2ccccc2C1=O
12) Cc1nn(CCCC(=O)NCc2ccccc2)c(=O)c2cc3sccc3n12
13) COc1ccc(OCCSc2nc3nc(C)cc(C)n3n2)cc1
14) Cc1ccc(N2CCN(C(=O)Cn3ncc4c([nH]c5ccc(C)cc54)c3=O)CC2)c(C)c1
15) CC(C)c1cccc(OCCn2c(-c3ccc(Cl)cc3)nc3ccccc3c2=O)c1
16) CCCS(=O)(=O)NCc1cn2c(C)csc2n1

screen / no.	9	10	11	12	13	14	15	16
TR SRC2 fluor cs	4%	-1%	0%	-7%	0%	2%	-2%	1%
Tau FP inhib	-4%	1%	-5%	4%	-3%	-4%	-12%	0%
TRb SRC2 PPI	2%	-9%	-5%	7%	-13%	-3%	7%	-2%
Tau ThT inhib	-2%	-7%	-11%	11%	-13%	-8%	4%	-6%
HTT ATP protect	-5%[10 µM]	-2%	-8%	·	-27%	·	·	-15%
Tau fluor counter	-8%	-4%	-12%	6%	-3%	-9%	-8%	3%
L3MBTL1 block	30%	·	0%	·	4%	·	·	-13%
RECQ1 inh	i	-2%	i	·	2%	·	·	-13%

17) CC(C)C(=O)Nc1ccc(C(=O)NNC(=S)NC(=O)c2cccs2)cc1
18) CCC(=O)Oc1ccc2c(C)cc(=O)oc2c1C(=O)c1ccccc1
19) c1ccc(CN(Cc2ccccc2)c2c3c(nc4ncnn24)CCC3)cc1
20) C=CCSC1=C(C#N)C(c2cc(Br)c(O)c(OC)c2)CC(=O)N1 (centres undefined)
21) Cc1ccc(NC(=O)c2ccc(Br)o2)cc1S(=O)(=O)N(C)C
22) Cc1ccccc1OCc1nc2ccccc2[nH]1
23) COc1ccc(CNc2ncnc3c2c(-c2ccccc2)cn3-c2ccccc2)cc1
24) O=C(c1ccccc1)c1nnc(-c2ccncc2)o1

screen / no.	17	18	19	20	21	22	23	24
TR SRC2 fluor cs	-2%	-1%	-3%	4%	-3%	-2%	-2%	-3%
Tau FP inhib	1%	-12%	0%	-3%	-3%	4%	-6%	-3%
TRb SRC2 PPI	4%	-1%	2%	-23%	-1%	-12%	1%	-4%
Tau ThT inhib	?	?	-4%	?	4%	5%	-11%	-15%
HTT ATP protect	34%[10 µM]	·	14%[10 µM]	5%	-71%[inhibitor]	-19%[10 µM]	·	10%[10 µM]
Tau fluor counter	-10%	-9%	-2%	-10%	0%	-4%	-12%	-9%
L3MBTL1 block	20%	5%	-2%	·	-1%	-26%	·	·
RECQ1 inh	0%	-9%	-3%	i	i	15%	·	-5%

25) CC(C1CC2CCC1C2)n1c(COc2ccccc2F)nnc1SCC(N)=O (centres undefined)
26) Cc1ccccc1S(=O)(=O)NCc1cccnc1
27) Cc1ccnc(NS(=O)(=O)c2ccc(NC(=O)C3CCCNC3=O)cc2)n1 (centres undefined)
28) O=C(Nc1ccc(N2CCN(C(=O)c3cccs3)CC2)c(Cl)c1)c1cccnc1
29) CC(C)C(O)C1CCN(Cc2nc(-c3cccs3)no2)CC1 (centres undefined)

screen / no.	25	26	27	28	29
TR SRC2 fluor cs	3%	-1%	-4%	-3%	-5%
Tau FP inhib	5%	0%	-8%	6%	-4%
TRb SRC2 PPI	-24%	-2%	1%	-2%	0%
Tau ThT inhib	-3%	-2%	-17%	?	-15%
HTT ATP protect	-18%	·	8%	·	34%[10 µM]
Tau fluor counter	3%	4%	-10%	-29%	-7%
L3MBTL1 block	31%[activator]	2%	5%	1%	3%
RECQ1 inh	i	-3%	i	-5%	-7%

Among those listed so far, two have bromine:
20) C=CCSC1=C(C#N)C(c2cc(Br)c(O)c(OC)c2)CC(=O)N1 (centres undefined)
21) Cc1ccc(NC(=O)c2ccc(Br)o2)cc1S(=O)(=O)N(C)C

screen / no.	20	21
TR SRC2 fluor cs	4%	-3%
Tau FP inhib	-3%	-3%
TRb SRC2 PPI	-23%	-1%
Tau ThT inhib	?	4%
HTT ATP protect	5%	-71%[inhibitor]
Tau fluor counter	-10%	0%
L3MBTL1 block	·	-1%
RECQ1 inh	i	i

Screening results from PubChem BioAssay.
